Screening results deposited in PubChem BioAssay by several laboratories.
PPC-1+TRAIL kill – compounds killing PPC-1 cancer cells with TRAIL present, primary screen, TRAIL potentiator project, ATPLite luminescence, uHTS; PPC-1 cells + TRAIL, ATPLite viability luminescence; cell killing (% activity), % at 4 µM; actives 0.41% (n = 220,000);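 active = cell killing above 50% in the first pass at 4 µM, then a duplicate retest at 5 µM averaging 50% or more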;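 also: plate controls were cells with TRAIL plus DMSO for no effect and medium-only wells lacking cells for full effect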
TRPML3 agonist – human TRPML3 channel agonists, primary screen, cell-based, HEK293 TRPML3-YFP, Fluo-8 calcium fluorescence, 3 µM; 100% = the carbachol control signal; actives 0.29% (n = 220,000); activation, % at 3 µM; AID 1448, 2008;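 active = activation above its plate's cutoff, the mean activation of the plate's test wells plus 3 SD, cut at about 12% in these data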;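 also: 0% = DMSO only wells and 100% = carbachol wells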
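Test system: TRPML3-YFP stable HEK293 cells. Doses: single point at 3 µM. Incubation: dye loading 1 h 37 °C then 30 min ambient, 125 s read. Signal: Fluo-8 calcium dye fluorescence, ex 470-495, em 515-575 nm. Measure: percent activation from peak-to-basal fluorescence ratio, scaled between DMSO and carbachol.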
TNF death inh – inhibitors of TNF-alpha triggered necroptosis, primary screen, cell-based, Jurkat FADD-/-, single concentration. actives 0.068% (n = 220,000). activation (protection from cell death), % at 10 µM. Jurkat FADD-/- TNF necroptosis rescue, ATP luminescence, 24 h; 0 = TNF only, 100 = no-TNF cells;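 active = activation, meaning protection from cell death, of at least 50% relative to plate controls; inactive = activation below 50%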;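 also: necroptosis triggered by 40 ng/mL TNF-alpha added together with compound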
p47phox inh – p47phox/p22phox peptide binding inhibitors, primary screen, biochemical, uHTS, NADPH oxidase regulatory subunit. actives 0.53% (n = 220,000). inhibition, % at 24.7 µM. Neutrophil cytosol factor 1 (Homo sapiens), P14598. fluorescence polarization, 2 h;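 active = inhibition above about 30%, limit read from the data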;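 also: 0% = p47phox with labelled peptide and 100% = labelled peptide alone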
EBV gp42 inh – Epstein-Barr virus gp42 inhibitors, primary screen, biochemical, uHTS, fluorescence polarization. AID 1085, 2008. Glycoprotein 42 (Epstein-Barr virus (strain AG876)), Q1HVG2. Fluorescence polarization binding assay, mP read-out. inhibition, % (tested at 21.74 µM). actives 0.42% (n = 220,000); in the data active = inhibition above about 50%
Target sequence (Q1HVG2 whole entry, looked up): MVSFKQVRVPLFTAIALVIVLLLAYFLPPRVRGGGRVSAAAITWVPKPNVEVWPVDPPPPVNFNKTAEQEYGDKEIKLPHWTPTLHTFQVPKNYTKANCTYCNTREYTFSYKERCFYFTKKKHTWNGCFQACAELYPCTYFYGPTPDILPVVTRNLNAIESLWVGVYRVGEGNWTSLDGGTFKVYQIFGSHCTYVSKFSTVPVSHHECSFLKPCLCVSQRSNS
CHOP inh – inhibitors of CHOP promoter induction, primary screen, cell-based, unfolded protein response, luciferase reporter; actives 3.8% (n = 220,000); AID 2732, 2010; CHO-K1 CHOP-promoter luciferase, tunicamycin-induced, 15-18 h; inhibition, % at 10 µM;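 active = compounds that reduced the stress-induced luciferase reporter signal by more than about 70% of percent inhibition, limit read from the data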;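 also: 0% = tunicamycin plus vehicle and 100% = wells without tunicamycin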
Mdm2 ligase inh – MDM2-luciferase reporter signal enhancers, primary screen, MDM2 E3 ligase inhibitor project, cell-based, luminescence, 1536-well. cell-based MDM2 ubiquitination luciferase reporter, 2 h; 0 = plate control, 100 = twice control, blank-subtracted. signal enhancement, % at 5 µM. AID 1230, 2008. actives 0.11% (n = 210,000);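 active = signal enhancement of 30% or more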;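 also: luminescence tracks abundance of the self-degrading MDM2-luciferase fusion protein; higher signal means inhibition of MDM2 E3 ligase activity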
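test system = mammalian cells stably expressing self-ubiquitinating, self-degrading MDM2 E3–luciferase fusion | quantity = 2000 cells/well | incubation = cell settling 4 h, compound treatment 2 h, both 37 °C | signal = luminescence with SteadyLite reagent, 15 min at room temperature | evaluation = % enhancement relative to plate controls after blank subtraction | benchmarks = plate controls and plate blanks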
TRPN1 ag – zebrafish TRPN1 channel agonists, primary screen, cell-based, HEK293, calcium fluorescence; transient receptor potential cation channel N1 (TRPN1/NompC), Danio rerio; activation, % at 3 µM; AID 1424, 2008; HEK293 zebrafish TRPN1-YFP, Fluo-8 calcium fluorescence; 100% = response to 87 µM carbachol; actives 0.18% (n = 220,000);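 active = activation above its plate's cutoff, the mean activation of test wells on that plate plus 3 SD, cut at about 19% in these data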;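 also: 0% = DMSO alone and 100% = 87 µM carbachol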
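Material – zebrafish TRPN1-YFP in HEK293 cells · Doses – 3 µM single point · Schedule – dye 1 h 37 °C plus 30 min RT · Signal – Fluo-8 calcium fluorescence, excitation 470-495 nm, emission 515-575 nm · Read-out – % activation versus carbachol response · Control set – carbachol high, DMSO low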
Runt-SMMHC FRET – inhibitors of RUNX1 Runt–CBFb-SMMHC binding, primary screen, biochemical, FRET, Cerulean-Runt, Venus-CBFb-SMMHC, uHTS; Runt-related transcription factor 1 (Homo sapiens) + Core-binding factor subunit beta …; Cerulean-Runt/Venus-CBFb-SMMHC FRET ratio 530/480, 1 h; inhibition, % at 20 µM; actives 0.74% (n = 220,000);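 active = mean inhibition across duplicate retests at 20 µM reaching about 50%, limit read from the data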;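 also: 0% = DMSO wells and 100% = wells with excess untagged CBFb-SMMHC; inhibitors lower the FRET ratio by blocking Runt binding to CBFb-SMMHC; some results filed as inactive read as strong as hits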
Target sequence (Q01196 whole entry, looked up): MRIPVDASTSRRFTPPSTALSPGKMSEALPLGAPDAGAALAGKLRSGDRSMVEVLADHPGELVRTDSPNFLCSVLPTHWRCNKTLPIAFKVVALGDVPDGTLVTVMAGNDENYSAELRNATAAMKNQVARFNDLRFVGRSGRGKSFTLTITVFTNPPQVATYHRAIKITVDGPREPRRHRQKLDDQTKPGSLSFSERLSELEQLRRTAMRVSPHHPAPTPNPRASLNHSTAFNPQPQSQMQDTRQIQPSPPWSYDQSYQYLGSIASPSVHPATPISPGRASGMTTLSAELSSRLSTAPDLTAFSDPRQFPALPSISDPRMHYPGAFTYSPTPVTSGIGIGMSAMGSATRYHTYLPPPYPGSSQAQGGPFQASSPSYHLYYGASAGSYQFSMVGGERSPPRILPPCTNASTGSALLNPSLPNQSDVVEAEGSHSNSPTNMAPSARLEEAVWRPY
Target sequence (Q13951 whole entry, looked up): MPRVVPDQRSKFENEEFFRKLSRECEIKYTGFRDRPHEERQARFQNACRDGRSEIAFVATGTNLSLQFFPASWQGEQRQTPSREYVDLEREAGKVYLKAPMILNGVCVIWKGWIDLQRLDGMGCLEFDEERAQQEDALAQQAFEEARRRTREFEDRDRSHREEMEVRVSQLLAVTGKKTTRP
Active calls of the source: *; · = not tested or not shown; & = joins results of further samples; [ ] = remark or other dose. Not all compounds are listed; rates above refer to the full screens.

Start of the listing, in advance, 5 compounds:
SMILES	PPC-1+TRAIL kill	TRPML3 agonist	TNF death inh	p47phox inh	EBV gp42 inh	CHOP inh	Mdm2 ligase inh	TRPN1 ag	Runt-SMMHC FRET
CCOC(=O)C1SC2(C(F)(F)F)CC1(O)c1c(C)cc(C)nc1O2 (stereo unspecified)	-8	-0.1	-4.0	-5	7	45	-8	-0.2	-2
Cn1cccc1/C=C1\C(=O)NC(=O)N(Cc2ccccc2)C1=O	-3	1.8	-8.8	-42	-10	-21	·	1.8	7
CCC(=NCCCN(C)C)c1c(O)n(-c2ccc(OC)cc2)c(=O)[nH]c1=O	8	0.9	0.0	-7	-3	3	-7	0.5	0
C[N+](C)(C)c1ccccc1	5	0.8	-0.3	-8	-24	9	1	0.2	7
COc1ccc(CCNCc2ccc(F)cc2)cc1OC	16	0.3	2.8	-15	-21	2	-11	-0.3	2

This part in full, repeating the preview:
SMILES	PPC-1+TRAIL kill	TRPML3 agonist	TNF death inh	p47phox inh	EBV gp42 inh	CHOP inh	Mdm2 ligase inh	TRPN1 ag	Runt-SMMHC FRET
CCOC(=O)C1SC2(C(F)(F)F)CC1(O)c1c(C)cc(C)nc1O2 (stereo unspecified)	-8	-0.1	-4.0	-5	7	45	-8	-0.2	-2
Cn1cccc1/C=C1\C(=O)NC(=O)N(Cc2ccccc2)C1=O	-3	1.8	-8.8	-42	-10	-21	·	1.8	7
CCC(=NCCCN(C)C)c1c(O)n(-c2ccc(OC)cc2)c(=O)[nH]c1=O	8	0.9	0.0	-7	-3	3	-7	0.5	0
C[N+](C)(C)c1ccccc1	5	0.8	-0.3	-8	-24	9	1	0.2	7
COc1ccc(CCNCc2ccc(F)cc2)cc1OC	16	0.3	2.8	-15	-21	2	-11	-0.3	2
Cc1nc2ccccc2c(=O)n1-c1ccccc1C(F)(F)F	20	0.7	-2.9	1	-5	21	-1	-0.6	-10
O=C(NCCCn1ccnc1)C(Cl)(Cl)Cl	33	1.4	-0.3	-4	-9	7	-4	1.3	1
C/C(=N\N1CCCCCC1)c1c(O)n(-c2ccccc2C)c(=O)[nH]c1=O	-1	1.1	0.5	-18	11	7	-3	-0.6	0
NP(=O)(OCC(F)(F)F)Oc1cccc2ccccc12 (stereo unspecified)	11	0.2	-1.1	0	-11	28	3	1.9	1
O=c1c2ccccc2nc(-c2ccccc2)n1-c1ccc(O)cc1	8	1.1	-1.4	-56	-6	9	-10	0.6	4
O=C(Nc1cccc(C(F)(F)F)c1)c1cccn(Cc2ccc3c(c2)OC(F)(F)O3)c1=O	4	1.3	-2.0	-18	2	39	-10	0.5	1
O=C1N=c2ccccc2=C/C1=C\c1c(O)[nH]c(=S)[nH]c1=O	5	0.8	0.6	-2	-9	3	-10	-1.6	2
O=c1cccc2n1CC1CC2CN(c2nc(N3CCCCC3)nc(N3CCCCC3)n2)C1 (stereo unspecified)	-7	0.8	1.7	2	-3	8	-16	0.1	0
C=CCn1c(O)c(C(C)=NCc2cc(OC)cc(OC)c2)c(=O)[nH]c1=O	28	-0.5	-16	-9	-27	·	-7	-0.6	3
CC(C)C12CN3CC(C(C)C)(CN(C1)C3c1cccnc1)C2=O (stereo unspecified)	25	0.1	-1.9	-5	-18	-6	-3	0.3	-5
CN1C[C@@H]2C[C@@H](c3cccn3-c3ccccn3)N3CCC[C@@]23C1=O	-1	0.6	-0.3	-7	-12	1	-13	1.3	2
CC(C)CNC(=O)c1c(N)n(Cc2ccc3c(c2)OCO3)c2nc3ccccc3nc12	0	0.5	-2.1	-10	2	85*	-2	0.2	56*
Cn1c(=O)cc(OCCCC(=O)N2CCC3(CC2)OCCO3)c2ccccc21	0	0.6	-2.3	-13	-10	-25	-27	-0.8	2
CCOc1ccc2nc(N3CCC(C(=O)N4CCC5(CC4)OCCO5)CC3)sc2c1	15	2.2	-0.5	4	-4	12	-16	2.5	-1
Clc1ccccc1CN1CCN(c2ccccc2Cl)CC1	10	0.8	-0.9	-3	-15	20	2	-0.8	-2

Some of the entries so far, comma-delimited.
Molecule,PPC-1+TRAIL kill,TRPML3 agonist,TNF death inh,p47phox inh,EBV gp42 inh,CHOP inh,Mdm2 ligase inh,TRPN1 ag,Runt-SMMHC FRET
O=C(Nc1cccc(C(F)(F)F)c1)c1cccn(Cc2ccc3c(c2)OC(F)(F)O3)c1=O,4,1.3,-2.0,-18,2,39,-10,0.5,1
O=C1N=c2ccccc2=C/C1=C\c1c(O)[nH]c(=S)[nH]c1=O,5,0.8,0.6,-2,-9,3,-10,-1.6,2
O=c1cccc2n1CC1CC2CN(c2nc(N3CCCCC3)nc(N3CCCCC3)n2)C1 (stereo unspecified),-7,0.8,1.7,2,-3,8,-16,0.1,0

(list continues)
SMILES	PPC-1+TRAIL kill	TRPML3 agonist	TNF death inh	p47phox inh	EBV gp42 inh	CHOP inh	Mdm2 ligase inh	TRPN1 ag	Runt-SMMHC FRET
COc1cc2c(cc1OC)C13CCN4CC5=CCOC6CC(=O)N2C1C6C5CC43 (stereo unspecified) (tested in a mixture with another compound)	4	0.8	1.3	-11	-10	-9	-10	-0.6	-2
O=C1NC(=S)NC(=O)C1C1CCCCC1	10	0.5	2.0	-7	-12	-2	·	3.2	1
CCOP(=O)(OCC)C(NC(=O)c1cccc([N+](=O)[O-])c1)C(Cl)(Cl)Cl (stereo unspecified)	11	1.1	2.2	-11	-15	-10	-8	0.9	2
CCOC(=O)c1c(N)n(CCCOC(=O)c2ccco2)c2nc3ccccc3nc12	21	1.5	-4.9	·	·	·	-28	0.9	116*
Nc1ccccc1C(=O)c1ccccc1	0	-1.5	-2.2	0	-5	26	-26	-2.0	-2
C=Cn1ccnc1P(=S)(c1nccn1C=C)c1nccn1C=C	16	0.7	-0.8	-4	-16	40	-9	1.1	1
COc1ccccc1-n1c(O)c(C=NCc2ccc3c(c2)OCO3)c(=O)[nH]c1=O	18	0.1	-1.7	-15	-26	27	8	0.1	-6
CCCOP(=O)(O)c1c([N+](=O)[O-])cc(C(F)(F)F)cc1[N+](=O)[O-] (tested in a mixture with another compound)	-9	0.7	-6.1	-10	-9	28	-7	-0.1	-1
CCCCn1c(O)c(C(=O)/C=C/c2c[nH]c3ccccc23)c(=O)[nH]c1=O	-3	0.9	0.4	-253	-220	15	-7	-0.7	-60
O=c1[nH]c(O)c(C=NCCc2ccccc2)c(=O)[nH]1	8	1.3	4.5	3	-32	-27	-8	0.7	-2
CCOC(=O)C(NC(=O)CCl)(Nc1ccc(C(O)(C(=O)OCC)C(F)(F)F)cc1)C(F)(F)F (stereo unspecified)	-9	0.4	3.9	-11	-23	5	-7	1.1	-2
Cc1ccc(-c2nn(Cc3ccccc3)cc2C=O)cc1C	36	-1.3	3.2	-10	-12	8	-1	-3.3	-2
CN1C2CCC1CC(OC(=O)c1ccc([N+](=O)[O-])cc1)C2 (stereo unspecified)	3	0.8	1.7	1	-12	1	-8	1.1	0
CCc1ccc(N2C(=O)NC(=O)C(Cc3ccc(OC)cc3OC)C2=O)cc1 (stereo unspecified)	8	1.2	1.0	-6	8	-23	0	2.1	3
C[C@@H]1O[C@@H](O[C@H]2C[C@@H](O)[C@]3(CO)[C@H]4[C@H](O)C[C@]5(C)[C@@H](C6=CC(=O)OC6)CC[C@]5(O)[C@@H]4CC[C@]3(O)C2)[C@H](O)[C@H](O)[C@H]1O	74*[5 µM]	0.6	-16	1	-3	-4&14	·	-0.2	-2
CSc1nc(N)c(N=Nc2ccc([As](=O)(O)O)cc2)c(=O)[nH]1	21	1.2	1.0	-4	-14	13	-10	0.3	16
CC(=O)N1CCN(CC(=O)Nc2ccc(C#N)c(Cl)c2)CC1	-1	-1.2	0.1	1	-1	8	-9	0.5	-9
O=c1[nH]c(=S)[nH]c(O)c1N=Nc1ccc(S(=O)(=O)N2CCOCC2)cc1	-21	1.0	-3.6	-8	-6	0	-4	-0.2	-6
N#CC(C#N)=NNc1ccc(-n2ccc(C(F)(F)F)n2)cc1	2	23*	-19	-16	-17	70	-62	27*	2
Cc1cccc(CSc2nc3c(cc2C#N)CN(C)CC3)c1	-1	0.8	-5.0	-16	-1	39	-12	-1.0	3
CCC1(c2ccccc2)C(=O)N(C)C(=O)N(C)C1=O	-1	0.0	1.5	2	-2	5	-12	0.1	2
CC(C)(C)c1ccc(OC(=O)N2CCCCC2)cc1	8	0.2	2.1	8	-3	38	-4	1.7	-3
CC(=O)OC1(c2ccccc2)CC(C(C)(C)C)CN(C(C)(C)C)C1 (stereo unspecified)	33	0.4	1.1	-7	5	-34	-1	0.3	-4
CCCOc1ccc(N2C(=O)CC(N3CC=C(c4ccccc4)CC3)C2=O)cc1 (stereo unspecified)	0	1.3	-0.5	-26	3	21	-16	-1.8	-2
COC(=O)C(C)Oc1cc(C)cc2oc(=O)c3c(c12)CCCC3 (stereo unspecified)	0[5 µM]	-0.7	-3.7	-8	-5	27	-19	-2.1	3
CCCCC1(CN2CCCC2=O)C(=O)NC(=O)NC1=O	1	0.6	0.2	-18	-12	9	0	0.3	-7
COc1cccc(C(=O)C2CCCN(Cc3ccc4nsnc4c3)C2)c1 (stereo unspecified)	13	-0.4	1.7	-4	-9	17	-23	-2.5	2
O=C1NC(=O)C2(C(=O)N1)C(c1ccc(F)cc1)NC(=S)NC2c1ccc(F)cc1 (stereo unspecified)	-20	0.5	1.0	-4	-13	22	0	-0.2	0
CC(=O)N(C1=NCCCS1)c1ccc(Cl)cc1	-16	-0.5	0.2	10	-10	11	25	0.5	-2
CCC[N+]12CCC(CC1)C(=C(c1ccccc1)c1ccccc1)C2	9	-0.6	1.9	-18	-21	-12	·	1.8	-1
